NCI-60 one-dose screen, 48 h, at 10 µM unless noted. Numbers give growth in % (100 = growth as untreated, 0 = no growth, -100 = all killed).
RPMI-8226 – RPMI-8226 leukemia cells; hit rate 7.5% among 77,000; AID 1794781
CCRF-CEM – CCRF-CEM leukemia; hit rate 7% among 77,000
A549/ATCC – A549/ATCC NSCLC; hit rate 3.7% among 81,000; AID 1794740
HOP-62 – HOP-62 NSCLC | hit rate 3.9% among 80,000 | AID 1794735
HOP-92 – HOP-92 NSCLC cells. hit rate 6.3% among 71,000. AID 1794738
EKVX – EKVX NSCLC; hit rate 3% among 71,000; AID 1794765
MDA-MB-435 – MDA-MB-435 melanoma. hit rate 7.8% among 82,000. AID 1794794
M14 – M14 melanoma | hit rate 6.2% among 80,000 | AID 1794745
Active calls of the source: *; x = not tested or not shown; & = joins results of further samples; [ ] = dose if it differs, or a comment. How the source made its calls: active means growth percent below 10; inactive means the rest.

SMILES	RPMI-8226	CCRF-CEM	A549/ATCC	HOP-62	HOP-92	EKVX	MDA-MB-435	M14
CCOC(=O)CC(=O)CCc1ccccc1	112	102	103	102	119	x	97	105
COc1cccc2c1OC1(N3CCOCC3)CCCCC1C2C[N+](=O)[O-] (stereo not drawn)	99	92	99	109	78	x	102	100
CCCCCCCCc1ccc(C(=O)Nc2cccc(CP(=O)(O)O)c2)cc1	100	106	94	95	84	99	107	95
Oc1ccc(CSc2nnc(-c3ccccc3)o2)c2cccnc12	14	10	18	14	-3.9*	33	22	15
COC(=O)[C@@H]1CCc2c(SC)c(-c3ccccc3)c(O)c(=O)n21	112	101	107	102	106	104	104	106
C=C(C)[C@@H]1CC=C2c3sc(-c4ccc(Oc5ccc(C(F)(F)F)cn5)cc4)nc3C[C@@H](C)[C@]2(C)C1	x	88	94	98	91	94	x	92
COc1ccc(Cl)cc1NC(=O)c1cc2c([nH]1)-c1nc(NC(=O)C(C)(C)C)sc1CC2	84	52	61	62	51	50	91	72
CCCCCCCCCCCCOC(=O)CCl	102	x	92	107	97	x	101	110
O=c1ccc(=O)n(CO)[nH]1	114	114	75	82	103	93	110	83
O=S(=O)(Oc1ccc(-c2nnc(Nc3ccccc3)s2)cc1)C(F)(F)C(F)(F)C(F)(F)C(F)(F)F	105	107	107	135	88	98	103	99
CCCC1CC(C(=O)NC(C(C)O)C2OC(SC)C(O)C(O)C2O)N(C)C1 (stereo not drawn)	95	98	94	99	99	115	112	84
O=C(CSc1nc2ccccc2c(=O)n1-c1ccc(Cl)cc1)N/N=C/c1ccc(N2CCCCC2)cc1	100	87	49	18	62	82	87	x
NC(Cc1csc2ccccc12)C(=O)O (stereo not drawn)	99	96	96	77	79	105	95	85
Nc1cc(-c2c[nH]c3ccc(Br)cc23)nc2cc(-c3c[nH]c4ccc(Br)cc34)nn12	16	7.4*	18	40	-12*	32	-20*	-52*
FC(F)(F)c1cc(-c2nnc3sc(C(F)(F)F)nn23)cc(C(F)(F)F)c1	102	95	98	104	93	114	102	109
CO[C@H]1/C=C/O[C@@]2(C)Oc3c(C)c(O)c4c(O)c(c(/C=N/N5CCN(C)CC5)c(O)c4c3C2=O)NC(=O)/C(C)=C\C=C\C(C)[C@H](O)[C@@H](C)[C@@H](O)[C@@H](C)[C@@H](OC(C)=O)[C@@H]1C (stereo partly drawn)	108	101	97	99	x	92	103	102
Cc1c(C(=O)Nc2nc(-c3ccccc3)cs2)nnn1-c1cccc2ccccc12	x	47[50 µM]	44[50 µM]	88[50 µM]	71[50 µM]	39[50 µM]	47[50 µM]	65[50 µM]
NC(=O)N/N=C/C(c1ccccc1)c1ccccc1	99	97	93	104	75	102	103	110
COC(=O)C1CCCCCCC1=O (stereo not drawn)	112	x	96	93	x	x	103	105
CCOC(=O)c1c[nH]c2ccccc2c1=O	87	115	100	104	105	111	111	x
NC(=O)C1(C(N)=O)CCC1	104	98	99	100	95	x	106	99
c1ccc2[nH]c(-c3ccc(Nc4nc(N5CCCCC5)nc(N5CCOCC5)n4)cc3)nc2c1	2.5*	8.7*	14	-45*	43	28	-27*	-25*
Nc1nc2c(C(=O)Nc3ccc(Cl)cc3)c(Nc3ccc(Cl)cc3)nn2c(-c2ccc(Cl)cc2)c1-c1nc2ccccc2s1	103	98	112	x	96	102	105	103
O=c1n(CCCCn2cnn(-c3ccccc3)c2=O)cnn1-c1ccccc1	84	96	103	83	86	97	106	93
CS(=O)(=O)N1CCN(c2nc(NCCN3CCOCC3)ncc2Br)CC1	104	105	97	108	89	102	100	98
CCNCCC(=O)N1[C@@H](c2ccc(Cl)cc2)c2[nH]c3ccccc3c2C[C@@H]1OC(C)=O	96	106	97	77	53	93	104	94
O=C(Nc1ccccc1)Nc1ccc(C(=O)CSc2nc3ccccc3[nH]2)cc1	111	108	107	115	115	99	106	107
COc1ccc(-c2nc3cc(OC)cc(OC)c3c3c2c(=O)n(C)c(=O)n3C)cc1	119	129	102	103	101	99	103	100
Cc1ccc(-c2cc(-c3ccc(Cl)cc3)nc(NC(=O)c3ccncc3)n2)cc1	86	97	93	96	87	73	93	102
Oc1ccc(C(c2ccc(O)cc2)c2ccc(Br)cn2)cc1	119	111	37	78	-0.6*	-37*	100	79
O=S(Nc1ccccc1)c1ccc(Cl)cc1 (stereo not drawn)	99	96	79	92	103	102	90	99
O=C(O)CNC(=O)CNC(=O)c1ccccc1	97	93	114	104	87	95	97	100
Clc1nn2c(Cn3cnc4c(Nc5ccccc5)ncnc43)nnc2c2ccccc12	86	74	85	92	87	79	84	71
Cn1c(=O)c2c(nc(Cc3ccccc3)n2CCO)n(C)c1=O	87	60	93	109	75	115	98	118
CC1(C)NCCC[C@]2(C)[C@H]3CC[C@@H]4[C@H]5[C@H](C(=O)/C=C/c6ccccn6)CC[C@]5(CO)CC[C@@]4(C)[C@]3(C)CC[C@@H]12	-13*	12	37	77	36	101	57	61
O=S(=O)(Nc1ncccn1)c1ccc(Nc2ccc3nnc(-c4ccncc4)n3n2)cc1	109	94	104	104	x	x	108	98
O=c1oc2ccc(Cl)cc2c(=O)n1-c1ccc(I)cc1F	-25*	7.2*	7.9*	0.8*	-16*	11	-6.3*	2.4*
CC(O)Cc1cccs1 (stereo not drawn)	108	97	100	93	103	97	112	99
COc1ccc(C(=O)CCC(=O)O)cc1OC	96	96	100	x	79	x	103	111
C=CCNC(N)=O	105	29	121	110	103	106	101	97

A draw from above in order of count of non-hydrogen atoms, falling:
SMILES	RPMI-8226	CCRF-CEM	A549/ATCC	HOP-62	HOP-92	EKVX	MDA-MB-435	M14
Cn1c(=O)c2c(nc(Cc3ccccc3)n2CCO)n(C)c1=O	87	60	93	109	75	115	98	118
O=c1oc2ccc(Cl)cc2c(=O)n1-c1ccc(I)cc1F	-25*	7.2*	7.9*	0.8*	-16*	11	-6.3*	2.4*
NC(=O)C1(C(N)=O)CCC1	104	98	99	100	95	x	106	99

More results:
SMILES	RPMI-8226	CCRF-CEM	A549/ATCC	HOP-62	HOP-92	EKVX	MDA-MB-435	M14
O=C1CCC(On2nnc3ccccc32)N1 (stereo not drawn)	106	96	97	101	99	104	101	101
O=C1C(C2SC(=S)N(C3CC3)C2=O)SC(=S)N1C1CC1 (stereo not drawn)	91	87	98	101	98	103	95	89
CC(=O)c1ccc(NC(=O)CSc2nnc(C(C)c3ccc(CC(C)C)cc3)o2)cc1 (stereo not drawn)	88	89	79	83	95	99	104	103
Cc1ccc(C(=O)NN2C(=O)/C(=C/C=C/c3ccco3)SC2=S)cc1	102	103	82	105	x	95	91	100
COc1cc2nc(-c3ccc(C(F)(F)F)cc3)cc(OCCN3CCCC3)c2cc1OC	56	78	93	84	61	69	97	4.5*
COc1ccc2c(c1)C(=O)/C(=C/c1cccc(OCC(=O)c3ccccc3)c1)O2	-50*	-39*	105	103	-59*	82	38	50
COc1ccc(-c2nc(SCC(C)C)nc(Nc3ccccc3)c2C#N)cc1	88	65	48	x	88	85	93	96
COc1ccc(/C=c2\sc3n(c2=O)C(c2cc(OC)c(OC)c(OC)c2)C=C(c2ccc(OC)c(OC)c2)N=3)cc1 (stereo not drawn)	73	74	88	106	79	96	98	101
Cc1nc(-c2ccccc2O)ccc1C(=O)N=Nc1c(O)[nH]c2ccc(F)cc12	102	98	101	93	84	94	106	x
COc1ccc(/C=C2\N=C3Sc4cc(Cl)ccc4C(=O)N3C2=O)cc1	101	93	96	103	83	x	102	100
O=C(Nc1cc(Cl)cc(Cl)c1)C(Cc1cccc[n+]1[O-])c1ccccc1 (stereo not drawn)	86	96	85	104	x	77	105	96
CC(C)N1Cc2ccc([nH]2)CN(C(C)C)C1	98	82	76	82	82	90	96	102
O=C1Nc2ccc(Cl)cc2/C1=N/N=C(c1ccccc1)c1ccccc1	93	93	92	83	94	x	100	102
CC(Br)c1nc2ccccc2cc1C(N)=O (stereo not drawn)	100	84	97	101	x	x	112	109
COc1cc(C2CC(c3ccc(C(F)(F)F)cc3)=Nc3c(N)nc(N)nc3N2)ccc1Oc1nc(NCCO)nc(N2CCOCC2)n1 (stereo not drawn)	114&121	83&114	101&109	100&98	98&128	97&97	105&105	100&111
COc1cc(O)c2c(c1)[C@H]1O[C@@H]1C[C@H](O)[C@H](O)C(=O)/C=C\C[C@H](C)OC2=O	25	22	72	69	-8.5*	52	19	9.4*
CN1CCSC1=NC(=O)c1ccc(Cl)cc1	97	85	96	96	88	109	103	101
COc1ccc2c(c1)OC[C@@H](c1ccc(O)cc1O)C2	101	100	84	94	109	92	98	100
CCCCSc1ccccc1	100	101	101	105	108	98	111	108
CCCCCCCC/C=C\CCCCCCCCCCCCOc1ccccc1CCOP(=O)(O)OCC[N+](C)(C)C	136	x	95	89	95	96	100	96

In a second layout: 2 of the compounds above
Values run as follows: RPMI-8226, CCRF-CEM, A549/ATCC, HOP-62, HOP-92, EKVX, MDA-MB-435, M14
COc1ccc(/C=C2\N=C3Sc4cc(Cl)ccc4C(=O)N3C2=O)cc1
→ 101, 93, 96, 103, 83, x, 102, 100
O=C(Nc1cc(Cl)cc(Cl)c1)C(Cc1cccc[n+]1[O-])c1ccccc1 (stereo not drawn)
→ 86, 96, 85, 104, x, 77, 105, 96

The listing continues:
SMILES	RPMI-8226	CCRF-CEM	A549/ATCC	HOP-62	HOP-92	EKVX	MDA-MB-435	M14
CC(=O)c1ccc(Nc2nc3ccccc3cc2C=O)cc1	16	51	86	90	90	75	83	78
CN(C)CCC(=O)c1cccc(O)c1	84	94	x	98	78	116	109	96
COc1cc(C(=O)NNC(=O)c2cccc(OCC(=O)O)c2)cc(OC)c1OC	98	85	78	84	92	103	109	102
CC(O)CN (stereo not drawn)	107	96	91	101	81	x	114	100
O=C1NN(c2ccccc2)C(c2ccc(Cl)c(Cl)c2)N2CCC[C@@H]12 (stereo partly drawn)	97	76	82	79	94	82	78	56
COCCCn1c(-c2cc(OC)c(OC)c(OC)c2)nn2c(=O)c3ccccc3nc2c1=O	100	96	93	98	105	x	98	101
C=C(CC(=O)OCC(CC)CCCC)C(=O)OCC(CC)CCCC (stereo not drawn)	98	91	96	105	81	x	101	108
C=C(C)[C@@H]1CC[C@]2(C(=O)O)CC[C@]3(C)[C@H](CC[C@@H]4[C@@]5(C)C[C@@H](Cc6cn([C@@H]7O[C@H](CO)[C@@H](O[C@@H]8O[C@H](CO)[C@H](O)[C@H](O)[C@H]8O)[C@H](O)[C@H]7O)nn6)[C@H](O)C(C)(C)[C@@H]5CC[C@]43C)[C@@H]12	99	92	92	94	97	102	101	100
CCOC(=O)CN1C(=O)N2CC[C@@H](OC(C)=O)C[C@H]2c2ccccc21	107	102	100	106	98	113	107	98
CC/C(Cc1ccccc1)=C(/c1ccc(O)cc1)c1ccc(OCCN2CCCCC2)cc1	48	63	72	92	47	86	90	86
CC/C=C\C/C=C\C[C@H](O)C/C=C1/C(=O)C=C[C@@H]1C/C=C\CCCC(=O)O	3.9*	x	57	63	87	95	10	14
O=C(O)CN1C(=O)/C(=C/C(Cl)=C/c2ccccc2)SC1=S	106	96	99	97	59	98	94	99
C/C(=N\NC(=S)Nc1ccc(C)cc1)c1sc(Nc2ccccc2)nc1C	103	97	97	92	98	81	42	94
CCCN1C(=O)CCC1=O	103	102	97	116	123	111	106	105
O=C(CCc1nnc(Cn2cncn2)o1)c1nc2ncccc2[nH]1	94	101	95	94	99	101	102	99
c1cncc(-c2nc3ccccc3s2)c1	76	96	103	90	89	94	108	108
CC(C)(C)NC(=S)Nc1ncccc1OCc1ccccc1Cl	99	98	90	91	72	91	97	89
OC(COCc1ccccc1)COCc1ccccc1	109	100	100	106	x	92	112	103
CN(C)C(=O)c1cccc([N+](=O)[O-])c1	102	96	95	116	x	x	103	102
CC(=O)OCC1OC(OC2OC(COC(C)=O)C(OC(C)=O)C(OC(C)=O)C2OC(C)=O)C(OC(C)=O)C(OC(C)=O)C1OC(C)=O (stereo not drawn)	116	109	96	94	107	98	95	104

A portion from the list above, for reference:
SMILES	RPMI-8226	CCRF-CEM	A549/ATCC	HOP-62	HOP-92	EKVX	MDA-MB-435	M14
CC(C)(C)NC(=S)Nc1ncccc1OCc1ccccc1Cl	99	98	90	91	72	91	97	89
OC(COCc1ccccc1)COCc1ccccc1	109	100	100	106	x	92	112	103
CN(C)C(=O)c1cccc([N+](=O)[O-])c1	102	96	95	116	x	x	103	102
CC(=O)OCC1OC(OC2OC(COC(C)=O)C(OC(C)=O)C(OC(C)=O)C2OC(C)=O)C(OC(C)=O)C(OC(C)=O)C1OC(C)=O (stereo not drawn)	116	109	96	94	107	98	95	104

The list goes on.
SMILES	RPMI-8226	CCRF-CEM	A549/ATCC	HOP-62	HOP-92	EKVX	MDA-MB-435	M14
O=C(CCN1CCOCC1)Nc1cccc(-n2cc(-c3ccncc3)c(-c3ccc(Cl)c(O)c3)n2)c1	17	18	36	28	24	56	-64*	5.1*
Cn1cc(C(=O)NCCC(=N)N)cc1NC(=O)CN=C(N)N	110	100	99	86	89	103	111	94
COC(=O)[C@]1(C)CCC[C@]2(C)[C@H]3C[C@H]4C(C(C)C)=C[C@]3(CC[C@H]21)[C@H]1[C@@H]4[C@@H](OCCC#N)CC[C@@H]1OCCC#N	-16*	19	37	75	26	30	43	41
O=C1C=CC(=O)N1CCCCCCCCCCN1C(=O)C=CC1=O	53	16	97	89	x	98	69	78
COc1ccc(NC(=O)C(O)c2ccccc2)cc1 (stereo not drawn)	113	115	104	x	96	110	104	105
CC(COC(=O)c1ccccc1)[N+](=O)[O-] (stereo not drawn)	100	97	86	103	115	123	115	102
Cc1c(Cc2cc(C(C)(C)C)c(O)c(C(C)(C)C)c2)c(C)c(Cc2cc(C(C)(C)C)c(O)c(C(C)(C)C)c2)c(C)c1Cc1cc(C(C)(C)C)c(O)c(C(C)(C)C)c1	98	97	98	100	x	x	102	98
O=C1c2ccccc2C2=Nc3ccccc3SC(c3cccc(F)c3)C12 (stereo not drawn)	91	92	95	105	100	x	106	107
CCCCN(CCCC)CCCCCCCN(CCCC)CCCC	96	104	98	98	73	92	99	96

High-throughput results from PubChem.
